BoNT-F LC inh – BoNT/F light chain protease inhibitors, primary screen, biochemical, flow cytometry, MLPCN library | Botulinum neurotoxin type F light chain protease (Clostridium botulinum) | Multiplex microsphere protease cleavage assay | inhibition, % at 10 µM | hit rate 0.22% among 360,000 | AID 588497, 2011; in the data active = inhibition above about 35%, passing the limit was not always enough; inconclusive = no clear call, values can overlap the other calls; also: plate controls were buffer without enzyme for full effect and enzyme alone for no effect
PrPC TRFRET – inhibitors of human cell surface prion protein PrPC, primary screen, cell-based, TR-FRET. TR-FRET read-out. AID 720596, 2013. inhibition, % at 13.8 µM. hit rate 0.43% among 370,000; in the data active = inhibition above about 24%; also: 0% = median of the test wells and 100% = reference compound wells
BoNT A protease – BoNT/A light chain protease inhibitors, primary screen, biochemical, flow cytometry, MLPCN library; Botulinum neurotoxin type A light chain protease (Clostridium botulinum A str. ATCC 3502); multiplex microsphere protease substrate cleavage; inhibition, % at 10 µM; hit rate 0.17% among 360,000; also: plate controls were buffer without enzyme for full effect and enzyme alone for no effect
TcdB inh – TcdB glycohydrolase inhibitors, primary screen, biochemical, single point, plate reader | TcdB glycohydrolase enzymatic assay | hit rate 0.24% among 350,000 | inhibition, % at 9.99 µM | Toxin B (Clostridioides difficile), P18177; in the data active = inhibition above about 10%
CCHFV vOTU inh – CCHFV vOTU protease inhibitors, primary screen, biochemical, Pep-AMC substrate, fluorescence; Crimean-Congo hemorrhagic fever virus L polyprotein viral ovarian tumor (vOTU) protease …; inhibition, % at 11.5 µM; hit rate 0.55% among 370,000; AID 651958, 2012; in the data active = inhibition above about 30%; also: 0% = vehicle wells with enzyme and 100% = no enzyme wells
Anthrax LF prot – Bacillus anthracis LF protease inhibitors, primary screen, biochemical, multiplex microsphere, MLPCN library. Lethal factor (Bacillus anthracis), P15917. multiplex microsphere protease cleavage assay. AID 588501, 2011. hit rate 0.12% among 360,000. inhibition, % at 10 µM; also: plate controls were buffer without enzyme for full effect and enzyme alone for no effect
Target sequence (P15917 whole entry, looked up): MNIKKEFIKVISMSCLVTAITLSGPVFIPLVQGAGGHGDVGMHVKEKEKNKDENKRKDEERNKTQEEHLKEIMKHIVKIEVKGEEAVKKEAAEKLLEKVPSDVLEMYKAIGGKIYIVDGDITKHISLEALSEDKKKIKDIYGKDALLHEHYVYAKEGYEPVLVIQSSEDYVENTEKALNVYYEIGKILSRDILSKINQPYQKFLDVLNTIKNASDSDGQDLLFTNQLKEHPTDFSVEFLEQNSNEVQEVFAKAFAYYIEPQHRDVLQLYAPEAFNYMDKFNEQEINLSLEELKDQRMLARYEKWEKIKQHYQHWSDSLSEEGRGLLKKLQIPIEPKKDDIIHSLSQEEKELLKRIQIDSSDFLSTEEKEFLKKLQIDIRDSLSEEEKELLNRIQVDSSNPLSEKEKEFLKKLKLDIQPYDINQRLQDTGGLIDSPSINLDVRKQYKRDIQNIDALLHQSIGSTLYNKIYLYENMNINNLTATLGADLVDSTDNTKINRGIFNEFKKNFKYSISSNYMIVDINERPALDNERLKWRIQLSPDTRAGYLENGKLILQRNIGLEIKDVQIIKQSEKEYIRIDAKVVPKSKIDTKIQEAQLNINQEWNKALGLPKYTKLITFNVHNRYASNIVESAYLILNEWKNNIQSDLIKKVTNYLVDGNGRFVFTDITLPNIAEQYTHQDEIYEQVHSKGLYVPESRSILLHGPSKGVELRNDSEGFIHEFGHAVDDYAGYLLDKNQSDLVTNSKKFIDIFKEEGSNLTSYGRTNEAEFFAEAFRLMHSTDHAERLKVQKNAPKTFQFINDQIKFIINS
Yp Topo-I inh – Yersinia pestis topoisomerase I inhibitors, primary screen, biochemical, cleavage product accumulation, plate reader, single point; activity, % at 10 µM; Y. pestis Topo-I cleavage product accumulation; hit rate 0.064% among 360,000; AID 504884, 2011; DNA topoisomerase I (Yersinia pestis CO92); in the data active = activity above about 50%, passing the limit was not always enough; inconclusive = no clear call, values can overlap the other calls; also: inactives centre near 2
PfHsp40 rescue – rescue of yeast from PfHsp40 toxicity, primary screen, S. cerevisiae, ATP luminescence; hit rate 0.68% among 340,000; growth rescue, % at 12.5 µM; S. cerevisiae expressing PfHsp40, growth rescue; in the data active = growth rescue above about 28%, passing the limit was not always enough; inconclusive = no clear call, values can overlap the other calls;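 also: yeast W303a lacking pdr1 and pdr3 grown in galactose medium; growth measured after three days at 30 °C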
FadD28 FP inh – inhibitors of FadD28 bisubstrate probe binding, primary screen, biochemical, fluorescence polarization, single point; inhibition, % at 12.5 µM; hit rate 0.22% among 360,000; in the data active = inhibition above about 8.5%, passing the limit was not always enough; inconclusive = no clear call, values can overlap the other calls
Active calls of the source: *; ? = inconclusive; . = no result given. Rule as the data show it, unless noted: active = inhibition above about 30%; inconclusive = no clear call, values can overlap the other calls; inactive = below that.

SMILES	BoNT-F LC inh	PrPC TRFRET	BoNT A protease	TcdB inh	CCHFV vOTU inh	Anthrax LF prot	Yp Topo-I inh	PfHsp40 rescue	FadD28 FP inh
O=C(NCCCO)C(=O)NCC1OCCCN1S(=O)(=O)c1cccs1 (stereo not given)	4	6	1.5	-0.9	-13	0	-7	-0.2	-0.4
Cc1cc(O)c(Oc2cc(C)cc(O)c2O)c(O)c1	-3	-4	-0.5	-6.9	3	-10	-3	3.5	2.1
O=C(NC(c1ccccc1)c1ccccc1)N1CCN(CCO)CC1	9	-5	7.5	.	-10	1	2	-0.6	-0.5
CCCCCC(=O)N1CCN(S(=O)(=O)c2ccc3c(c2)OCCCO3)CC1	8	9	4.0	0.6	8	2	4	1.8	-2.4
c1ccc(-c2c[n+]3c(n2-c2ccccc2)SCC3)cc1	-26	3	-7.8	1.3	-8	-22	-7	.	-3.4
CCCn1c2ccccc2c2nnc(SCC(=O)Nc3cc(C)on3)nc21	-1	-9	-0.5	.	8	0	9	1.7	0.7
Cc1ccc(S/C=C\C(=O)c2ccccc2)cc1	-3	0	0.3	0.0	-5	-7	10	-1.1	-3.7
Cc1ccc2nc(C(Cl)(Cl)Cl)nc(N/N=C/c3ccncc3)c2c1	-15	-1	-2.0	-0.5	5	-4	-2	-1.1	-0.1
Cc1cccc(CNC(=O)c2ccc(NC(=O)C3=CSCCO3)cc2)c1	6	.	-0.2	.	.	2	4	3.2	-3.3
COc1ccc(NC(=O)CN(C)C(=O)CCCN2C(=O)c3cccc4cccc(c34)C2=O)cc1	9	-13	1.9	1.4	3	-2	25	0.1	-3.7
O=C(OCCN=C1NS(=O)(=O)c2ccccc21)c1ccccc1F	1	-2	-0.1	2.8	12	0	4	0.0	-1.1
CCN(CCn1cccn1)Cc1c(C(=O)N2CCCCCCC2)nc2ccc(Cl)cn12	3	7	0.1	-1.0	12	-2	1	-0.1	-4.0
c1ccc(Cc2nn3c(Cn4cnc5ccccc54)nnc3s2)cc1	-4	13	-1.1	.	-11	-5	6	1.3	-2.7
CCCc1cc(=O)oc2c(C)c(OC(C)C(=O)NCc3ccccn3)ccc12 (stereo not given)	4	4	-1.5	3.7	4	-2	-1	0.4	-3.0
CC(=O)NCC(=O)OCC(=O)c1ccc(C)cc1	0	4	-0.4	.	-5	1	-5	1.4	-3.7
COc1ccc(CNC(=O)C2CCN(C(=O)c3sccc3-n3cccc3)CC2)cc1	-3	-2	-1.5	1.2	15	-1	0	-0.2	-1.3
CCOc1ccccc1OCCCC(=O)Nc1cccc(S(=O)(=O)N2CCOCC2)c1	0	4	0.9	-0.1	-8	-2	21	0.7	-2.7
COc1ccc(C(=O)OCC(=O)N2CCC(C)CC2)cc1S(=O)(=O)N1CCOCC1	10	3	2.2	-0.1	-9	1	6	-0.1	-3.0
Cc1cccc(-n2nnc3c(=O)n(Cc4ccccn4)cnc32)c1	-5	2	0.2	0.2	-4	-2	5	-1.4	-1.9
CCCn1c(N)c(N(CCOC)C(=O)COC(=O)COc2c(C)cc(C)cc2C)c(=O)[nH]c1=O	2	9	0.2	-0.6	-13	-6	4	.	0.0
O=C(COC(=O)C1CCN(S(=O)(=O)c2cc([N+](=O)[O-])ccc2Cl)CC1)Nc1ncc(Cl)cc1Cl	-2	-20	-0.4	.	-26	7	22	0.3	1.7
COCC(C)n1c(C)cc(C(=O)CN2C(=O)NC3(CCCCC3C)C2=O)c1C (stereo not given)	?	4	-0.6	.	12	-6	-2	0.1	-1.8
N#Cc1c2n(c(=S)n(-c3ccccn3)c1=O)CCCCC2	-10	-6	1.4	.	-5	1	2	-1.7	-2.6
Cc1nc2nc(C)c(CCC(=O)NCCC3=CCCCC3)c(C)n2n1	-3	-1	-0.4	.	-9	-2	5	-0.4	0.3
CC(C)Cn1c(-c2csc3ccccc23)n[nH]c1=S	13	5	1.8	.	1	2	-5	-0.1	0.1
CCn1c(COc2ccccc2)nnc1SCC(=O)Nc1cc(OC)ccc1OC	-3	3	-2.8	.	14	4	4	1.2	-1.7
CN(C(=O)COC(=O)COc1ccc(Cl)cc1)C1CCCCC1	-3	3	0.2	.	-1	-14	-11	0.1	-0.6
CCc1ccccc1OCC(=O)Nc1cccc(S(=O)(=O)NC2=NCCCCC2)c1	.	7	.	-0.2	13	.	13	0.8	-0.2
CCCn1c(SCC(=O)Nc2nnc(-c3ccccc3)s2)nnc1-c1ccccn1	-8	-4	-0.6	.	8	-5	-5	1.6	-1.4
COc1cc(CNCc2ccco2)cc(OC)c1O	21	4	-0.7	-2.5	11	-10	-6	-2.0	-2.8

Rewritten as labelled records: part of the list above
SMILES: COc1ccc(CNC(=O)C2CCN(C(=O)c3sccc3-n3cccc3)CC2)cc1
  BoNT-F LC inh = -3
  PrPC TRFRET = -2
  BoNT A protease = -1.5
  TcdB inh = 1.2
  CCHFV vOTU inh = 15
  Anthrax LF prot = -1
  Yp Topo-I inh = 0
  PfHsp40 rescue = -0.2
  FadD28 FP inh = -1.3
SMILES: CCOc1ccccc1OCCCC(=O)Nc1cccc(S(=O)(=O)N2CCOCC2)c1
  BoNT-F LC inh = 0
  PrPC TRFRET = 4
  BoNT A protease = 0.9
  TcdB inh = -0.1
  CCHFV vOTU inh = -8
  Anthrax LF prot = -2
  Yp Topo-I inh = 21
  PfHsp40 rescue = 0.7
  FadD28 FP inh = -2.7

Additional results:
SMILES	BoNT-F LC inh	PrPC TRFRET	BoNT A protease	TcdB inh	CCHFV vOTU inh	Anthrax LF prot	Yp Topo-I inh	PfHsp40 rescue	FadD28 FP inh
CCc1cc(Br)ccc1NC(=S)NCCc1ccccc1	6	2	1.7	-0.1	-1	-3	-8	-0.4	-15
COc1cc(NC(=O)Cn2cnc3sc(C)c(S(=O)(=O)N4CCOCC4)c3c2=O)cc(OC)c1OC	-17	0	-0.6	-0.7	-14	2	2	0.7	-4.8
COc1ccc(C(NC(C)=O)c2cc(Cl)c3cccnc3c2O)cc1 (stereo not given)	1	28*	-1.1	11*	8	5	-8	1.6	0.6
COCCNC(=O)c1cn(C)c2ccc(S(=O)(=O)N3CCCC3)cc2c1=O	4	1	-1.3	0.3	1	-4	-3	0.5	-0.5
O=C(COC(=O)/C=C/c1ccc2c(c1)OCO2)NC1CC1	1	0	0.2	0.0	-5	-1	1	1.1	0.3
CCOc1ccc(/C=N/OCC(=O)NCc2ccc3c(c2)OCO3)cc1OC	-4	5	-0.2	.	-6	-2	3	1.0	-2.1
CCOc1ncccc1C(=O)Nc1cccc(S(=O)(=O)NC2=NCCC2)c1	.	-5	.	0.7	-4	.	-5	-0.7	-2.6
CCOC(=O)c1cc(C(=O)OCC)c(=O)[nH]c1N1CCCCC1	0	1	-0.7	2.0	11	-1	1	0.4	-2.9
COc1ccc(C(=O)Nc2ccc(C(=O)N3CCC(C)CC3)cc2)cc1OC	8	7	1.3	1.6	-2	1	4	1.0	-3.7
COC(=O)c1ccc(-c2nc(-c3cccs3)no2)cc1	-5	10	-0.7	-0.5	4	-12	-6	-0.8	-0.1
COC(=O)c1ccc(COC(=O)c2ccc(S(=O)(=O)N3CCC(C)CC3)cc2)o1	-1	-4	-0.5	.	4	-2	42	-0.7	-0.7
Cc1cc(C)cc(OCC(=O)N2CCc3ccccc3C2)c1	.	8	.	2.5	-5	.	25	4.0	-0.2
O=C(NNC(=O)c1sc2cccc(Cl)c2c1Cl)Nc1ccccc1	-7	-2	-0.2	.	12	0	25	-1.4	-0.9
CC(=O)c1c(C)[nH]c(C(=O)OCC(=O)c2ccc(C)s2)c1C	.	6	.	0.0	-4	.	-3	2.9	-1.3
COc1ccc(C2OC(=O)CC2C(=O)NCc2ccc(C)cc2)cc1OC (stereo not given)	-2	8	0.0	0.7	-5	-1	4	-0.6	1.9

The list goes on (four carried over from the part before).
SMILES	BoNT-F LC inh	PrPC TRFRET	BoNT A protease	TcdB inh	CCHFV vOTU inh	Anthrax LF prot	Yp Topo-I inh	PfHsp40 rescue	FadD28 FP inh
Cc1cc(C)cc(OCC(=O)N2CCc3ccccc3C2)c1	.	8	.	2.5	-5	.	25	4.0	-0.2
O=C(NNC(=O)c1sc2cccc(Cl)c2c1Cl)Nc1ccccc1	-7	-2	-0.2	.	12	0	25	-1.4	-0.9
CC(=O)c1c(C)[nH]c(C(=O)OCC(=O)c2ccc(C)s2)c1C	.	6	.	0.0	-4	.	-3	2.9	-1.3
COc1ccc(C2OC(=O)CC2C(=O)NCc2ccc(C)cc2)cc1OC (stereo not given)	-2	8	0.0	0.7	-5	-1	4	-0.6	1.9
CCN(c1ccccc1)S(=O)(=O)c1ccc(Cl)c(NC(=O)CN2CCN(C)CC2)c1	-8	-9	-5.4	-0.2	-24	-1	-6	-0.6	-0.6
COc1cccc(-c2nnc3sc(-c4cccs4)nn23)c1	-8	5	0.4	.	-4	4	8	1.8	-1.8
Cc1cc(C(=O)O[C@H]2[C@H](C)NS(=O)(=O)[C@H]3C[C@@H]4C=C[C@]23O4)cc([N+](=O)[O-])c1	-7	-5	0.1	1.1	11	3	3	-1.9	-1.6
COCCCNC(=O)c1cc(Sc2ccc(F)cc2)nc2ccccc12	-3	-9	1.4	.	4	0	-11	0.5	-1.0
C/C(=N\NC(N)=O)C1(C)CCCCC1	-1	0	-0.9	.	-17	-2	1	0.2	-0.5
CCc1ccc(OCC(=O)NNC(=S)NC(=O)C2CCCCC2)c(Br)c1	-8	1	1.2	-1.4	-10	-2	1	9.5	0.2
C/C(=N\NC(=O)c1cccc2ccccc12)c1cccs1	4	-5	-1.0	-0.3	2	4	5	0.0	-2.1
O=C(NCCN1CCN(c2ccccc2F)CC1)c1ccc2nc3ccccc3c(=O)n2c1	2	-10	-0.4	-0.3	-36	-2	19	0.0	-0.3
CN(C(=O)c1cccc(NC(=O)Cc2ccc(NC(=O)C3CCN(C(=O)C4CC4)CC3)cc2)c1)C1CCC1	-2	-10	-0.3	0.9	4	-5	25	-0.6	-3.1
Cc1ccc(C)c(NC(=O)Cn2ccn(-c3ccc4c(c3)OCO4)c(=O)c2=O)c1	8	-7	5.7	-0.1	7	2	-4	0.3	-4.0

Taken from above for reference:
SMILES	BoNT-F LC inh	PrPC TRFRET	BoNT A protease	TcdB inh	CCHFV vOTU inh	Anthrax LF prot	Yp Topo-I inh	PfHsp40 rescue	FadD28 FP inh
CCN(c1ccccc1)S(=O)(=O)c1ccc(Cl)c(NC(=O)CN2CCN(C)CC2)c1	-8	-9	-5.4	-0.2	-24	-1	-6	-0.6	-0.6
COc1cccc(-c2nnc3sc(-c4cccs4)nn23)c1	-8	5	0.4	.	-4	4	8	1.8	-1.8
